Calpain2 inh: calpain II (pig) inhibition. purified calpain II, fluorogenic peptide substrate, 30 min. inhibition, % at 16 µM. actives 0.37% (n = 220,000). AID 1236;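 active = inhibition above about 50%, limit read from the data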
S1P4 agonist: agonists of human S1P4 receptor | activation, % at 4.98 µM | O95977 | actives 0.35% (n = 220,000) | S1P4-expressing cell line, agonist reporter assay; in the data active = activation above about 11%;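 also: 0% = DMSO vehicle and 100% = reference agonist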
TRPN1 ag: zebrafish TRPN1 (NompC) channel agonism; HEK293 zebrafish TRPN1-YFP, Fluo-8 calcium fluorescence; 100% = response to 87 µM carbachol; activation, % at 3 µM; actives 0.18% (n = 220,000);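 active = activation above its plate's cutoff, the mean activation of test wells on that plate plus 3 SD, cut at about 19% in these data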;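 also: 0% = DMSO alone and 100% = 87 µM carbachol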
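Assay system: Zebrafish TRPN1-YFP in HEK293 cells | Incubation: Dye loading 1 h at 37 °C, then 30 min room temperature | Measured by: Kinetic Fluo-8 fluorescence, ex 470-495, em 515-575 nm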
S1P4 antag: blocks the human S1P4 receptor; O95977; S1P4-expressing cells, antagonist mode, reporter read-out; inhibition, % at 4.98 µM; actives 0.26% (n = 220,000); in the data active = inhibition above about 29%;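 also: 0% = wells stimulated with agonist and 100% = vehicle wells without agonist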
Ba/F3 V617F tox: lowers viability of Ba/F3 cells expressing EpoR and JAK2V617F; ATP luminescence; inhibition, % at 5.6 µM; actives 1.1% (n = 220,000); AID 1446;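 active = inhibition above the campaign mean plus 3 SD over all tested compounds, cut at about 24% in these data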;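 also: cytokine-independent growth of Ba/F3 cells driven by EpoR plus mutant JAK2; 0% = DMSO-treated cells and 100% = JAK inhibitor I control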
BaF3 parental: reduces parental Ba/F3 cell viability, JAK2V617F counter-screen; CellTiter-Glo ATP luminescence; inhibition, % at 5.6 µM; actives 1.1% (n = 220,000); AID 1486;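 active = inhibition above a per-campaign cutoff, the mean inhibition of all tested compounds plus 3 SD, cut at about 27% in these data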;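 also: 0% = DMSO wells and 100% = JAK Inhibitor I control wells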
EP2 modulator: EP2 receptor (human) modulation; P43116; EP2-expressing cells, cAMP HTRF FRET, PGE2 co-stimulation; induction, % at 25 µM; actives 0.83% (n = 260,000); AID 940;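 active = compounds whose cAMP rise, as percent of the full-agonist control response, exceeds 60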;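 also: rat C6 glioma line stably carrying human EP2 under a CMV promoter; the protocol text gives 20 µM as final concentration; 100% = response of wells given 1 µM PGE2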
TRPML3 agonist: human mucolipin-3 channel agonism | HEK293 TRPML3-YFP, Fluo-8 calcium fluorescence; 100% = the carbachol control signal | activation, % at 3 µM | actives 0.29% (n = 220,000) | AID 1448;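 active = activation above its plate's cutoff, the mean activation of the plate's test wells plus 3 SD, cut at about 12% in these data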;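 also: 0% = DMSO only wells and 100% = carbachol wells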
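Test system: HEK293 cells stably carrying human TRPML3-YFP; Doses: single dose, 3 µM final nominal compound, 0.3% DMSO final; Schedule: dye loading 1 h 37 °C then 30 min ambient, 125 s read; Technique: Fluo-8 calcium fluorescence; Benchmarks: high control carbachol 87 µM, low control DMSO.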
PERK inh: blocks human PERK kinase; AID 1416; Q9NZJ5; CHO PERK-DD fusion, SEAP luminescence translation reporter; inhibition, % at 5.6 µM; actives 0.17% (n = 220,000);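 active = inhibition above the mean inhibition of all tested compounds plus 3 SD, set separately per screening campaign, cut at about 2.9% in these data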;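 also: PERK kinase domain activated by AP20187 dimerizer at 100 nM; 0% = DMSO with dimerizer and 100% = rapamycin at 8.4 µM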
Target sequence (Q9NZJ5 whole entry, looked up, the tested form may be a part): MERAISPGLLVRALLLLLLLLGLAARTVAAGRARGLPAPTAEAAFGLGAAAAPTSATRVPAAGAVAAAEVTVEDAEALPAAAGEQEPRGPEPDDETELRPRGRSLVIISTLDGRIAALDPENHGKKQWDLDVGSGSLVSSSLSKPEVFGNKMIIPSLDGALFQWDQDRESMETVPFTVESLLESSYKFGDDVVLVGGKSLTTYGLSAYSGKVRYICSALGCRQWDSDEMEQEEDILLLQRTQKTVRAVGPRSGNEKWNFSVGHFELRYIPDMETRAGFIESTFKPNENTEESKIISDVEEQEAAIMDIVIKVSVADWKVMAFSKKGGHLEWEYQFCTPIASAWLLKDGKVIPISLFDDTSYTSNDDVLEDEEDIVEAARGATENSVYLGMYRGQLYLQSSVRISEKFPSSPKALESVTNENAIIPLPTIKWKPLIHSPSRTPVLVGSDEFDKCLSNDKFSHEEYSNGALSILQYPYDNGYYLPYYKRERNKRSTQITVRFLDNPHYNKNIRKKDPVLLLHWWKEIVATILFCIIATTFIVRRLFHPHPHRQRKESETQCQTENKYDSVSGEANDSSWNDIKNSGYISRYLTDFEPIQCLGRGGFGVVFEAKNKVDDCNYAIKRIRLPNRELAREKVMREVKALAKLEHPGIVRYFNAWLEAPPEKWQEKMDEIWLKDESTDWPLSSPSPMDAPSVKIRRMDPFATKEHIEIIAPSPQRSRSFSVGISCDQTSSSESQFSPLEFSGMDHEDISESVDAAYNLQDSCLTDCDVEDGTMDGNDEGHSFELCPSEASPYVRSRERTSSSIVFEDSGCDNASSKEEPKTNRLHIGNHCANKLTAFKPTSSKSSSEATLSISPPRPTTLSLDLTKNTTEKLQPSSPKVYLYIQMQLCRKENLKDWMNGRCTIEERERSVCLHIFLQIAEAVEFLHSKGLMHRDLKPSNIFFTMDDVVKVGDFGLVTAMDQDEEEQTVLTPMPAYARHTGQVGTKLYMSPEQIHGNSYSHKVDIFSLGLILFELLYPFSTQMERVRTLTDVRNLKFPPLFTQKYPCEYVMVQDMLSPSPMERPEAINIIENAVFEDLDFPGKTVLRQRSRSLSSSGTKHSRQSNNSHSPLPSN
* marks the source's active call; other numbers are inactive results; i = inactive; . = no result given; & = joins results of further samples.

SMILES	Calpain2 inh	S1P4 agonist	TRPN1 ag	S1P4 antag	Ba/F3 V617F tox	BaF3 parental	EP2 modulator	TRPML3 agonist	PERK inh
Cn1c(CCN2CCCCC2)nc2cc(NS(=O)(=O)c3ccc(F)cc3)ccc21	2	-0.9	2.3	-7	3	8	-2	0.8	0.2
COCCN1C(=O)/C(=C/c2cc3c(cc2Br)OCO3)NC1=S	2	0.5	-2.1	-17	-2	3	-27	0.7	0.6
Cn1c(Cc2ccccc2)nnc1SCC(=O)NCCc1ccccc1	-1	-0.3	-0.4	-13	-3	-3	-9	0.2	0.8
CCCCC(=O)Nc1ccc(S(=O)(=O)Nc2nccc(C)n2)cc1	15	2.6	0.3	-2	1	2	12	1.0	1.6
Cc1ccccc1Nc1nc2nonc2nc1N1CCOCC1	-6	-0.4	0.7	-18	3	10	4	0.5	0.4
O=C(CS(=O)(=O)c1ccc(Cl)c(Cl)c1)Nc1ccccc1Cl	8	-0.4	-1.1	-10	-4	3	-14	-0.5	1.1
O=C(/C=C/c1ccc(Br)o1)OCc1ccccc1	29	2.8	-0.4	-8	-1	4	43	0.5	-1.2
CC(C)(C)c1ccc(-c2nc3c(C#N)c(-c4ccc5c(c4)OCO5)ccn3n2)cc1	i	0.0	0.6	-16	0	11	9	0.4	0.3
CC(NCc1ccc(-c2ccccc2)cc1)C(O)c1ccccc1 (configuration not stated)	9	-0.9	0.0	-10	2	8	-32	1.1	-0.3
Cc1ccc(-c2nc3s/c(=C\c4ccco4)c(=O)n3n2)cc1	-42	0.8	1.0	-16	0	4	1	0.8	1.4
Cc1cnc(C(=O)OCC(=O)Nc2ccc(C)c(S(=O)(=O)N(C)C)c2)cn1	-29	1.1	0.4	-3	2	-7	-12	1.1	0.6
O=c1[nH]c2cc3c(cc2cc1CN(CCc1ccccc1)Cc1nnnn1CC1CCCO1)OCO3 (configuration not stated)	-104	2.4	0.2	11	0	4	2	1.1	0.5
Nc1ccc(NS(=O)(=O)c2ccccc2)cc1	-29	-1.8	1.2	7	3	9	-20	-0.5	0.2
CCOC(=O)c1ccc(Oc2nc(OC)nc(N(C)C)n2)cc1	-17	1.4	1.0	-15	-2	0	17	0.2	-0.1
Cc1ccc(C(C)(C)C)cc1S(=O)(=O)NC(=O)c1ccccc1	-19	1.2	0.2	-20	0	4	12	-0.3	0.3
CCOC(=O)CNC(c1ccccc1)c1cc(Br)ccc1NC(C)=O (configuration not stated)	23	-0.3	0.7	-5	-2	-2	-21	-0.1	-0.6
COC(=O)c1ccc(C2Nc3cccc4cccc(c34)N2)cc1	22	1.1	-1.1	-24	2	12	7	-0.1	0.8
COC1C/C(=N\O)C2OC(c3ccccc3)OCC2O1 (configuration not stated)	-7	0.9	0.2	-10	-3	0	24	0.4	1.1
Cc1ccc(-c2nnn(CC(=O)Nc3ccccc3N3CCOCC3)n2)cc1	26	-3.3	-1.1	-1	-1	-1	-21	0.5	-1.5
COC(=O)CSc1nnc(-c2ccccc2OC)o1	19	-2.5	-0.2	-14	-1	4	2	0.8	0.6
CCN(CC)CCNC(=O)c1ccc(NC(=O)COc2ccccc2F)cc1	-14	-0.6	0.3	-6	0	2	-10	1.1	0.3
Cc1cc(C)nc(NCCC(=O)O)n1	7	0.6	0.2	-5	0	2	23	1.0	2.2
Cc1c(/C=N\NC(=O)c2c[nH]c3ccccc23)cnn1C	-10	0.0	0.4	-1	2	7	-30	-0.1	1.0
CC(C)(C)c1cn(-c2ccc(F)cc2)c(=S)[nH]1	4	0.4	-0.5	-11	-2	5	9	0.0	0.1
CCOc1ccccc1NC(=O)Nc1c(C)n(-c2ccccc2)c(=O)n1C	-28	-0.8	0.9	-22	-2	1	25	0.8	-1.1

Fetched by structure from above (2):
SMILES	Calpain2 inh	S1P4 agonist	TRPN1 ag	S1P4 antag	Ba/F3 V617F tox	BaF3 parental	EP2 modulator	TRPML3 agonist	PERK inh
COC(=O)CSc1nnc(-c2ccccc2OC)o1	19	-2.5	-0.2	-14	-1	4	2	0.8	0.6
Cc1cnc(C(=O)OCC(=O)Nc2ccc(C)c(S(=O)(=O)N(C)C)c2)cn1	-29	1.1	0.4	-3	2	-7	-12	1.1	0.6

(list continues)
SMILES	Calpain2 inh	S1P4 agonist	TRPN1 ag	S1P4 antag	Ba/F3 V617F tox	BaF3 parental	EP2 modulator	TRPML3 agonist	PERK inh
CCOC(=O)C1CN(S(=O)(=O)c2ccc(C)cc2)CCN1S(=O)(=O)c1ccc(C)cc1 (configuration not stated)	19	-0.8	21*	-17	2	7	28	0.4	-0.9
S=C(NC1CCCC1)NN1CCOCC1	3	-2.8	-0.1	-4	2	9	8	1.0	1.0
C/C(Cc1ccccc1)=N\NC(=O)CNC(=O)c1cccc(Br)c1	-11	-0.1	0.5	-6	3	8	-13	0.7	0.0
O=C(CCC(=O)Nc1ccc(F)cc1)N/N=C/c1ccncc1	-31	0.4	0.7	-13	2	5	-25	0.9	1.9
Cc1nnc2sc(-c3ccc(NC(=O)c4cccnc4)cc3)nn12	.	3.4	0.9	-4	19	6	.	-0.5	0.1
Cc1cccc(N2CCN(C(=O)CCS(=O)(=O)c3ccc(Br)cc3)CC2C)c1 (configuration not stated)	-20	-0.8	-0.1	-13	1	4	-11	0.3	0.0
Nc1ccc(Nc2ccccc2)cc1	16	-1.8	0.1	15	3	2	2	-1.6	-0.7
CC(=O)Nc1ccc(NC(=O)c2ccccc2C)cc1	18	-3.8	0.0	-9	-1	3	-14	1.0	0.2
CCOCCCn1c(C)nc2c(c1=O)c1nc3ccccc3nc1n2-c1ccc(C)cc1	-101	-1.4	1.0	-7	6	5	-11	0.2	-0.3
CCOc1cc(/C=C2\SC(=S)N(NC(=O)c3cccnc3)C2=O)ccc1O	25	-2.3	7.6	-4	7	5	22	3.5	-0.6
O=C(CSc1ccc2c(c1)OCCO2)NCc1ccccc1	-1	-3.0	-0.9	10	-2	3	-36	0.2	2.1
NS(=O)(=O)c1ccc(NC(=O)COC(=O)c2ccco2)cc1	-6	1.1	1.1	11	1	8	3	3.0	-0.3
Cc1cc(C)nc(N/N=C/c2cccc(Cl)c2)n1	-10	1.7	-0.8	-1	4	9	-36	-0.2	0.3
O=C/C(=C\Nc1ccc(Cl)cn1)c1nc2cc(Cl)ccc2o1	-61	-0.9	1.3	4	-4	0	30	-0.1	-0.5
CC(/C=N/NC(=O)c1c(Br)cnn1C)=C\c1ccccc1	9	1.8	-0.1	-24	-2	5	-46	0.1	0.3
COc1cccc(/C=C/C(=O)Nc2ccc(OC)nc2)c1	15	1.1	4.8	-11	2	9	-78	1.7	0.3
O=C(CSc1ccccn1)Nc1ccc(Br)cn1	-7	-1.3	-1.1	-18	-3	3	26	-0.2	0.6
O=C(COc1ccccc1)NCC(=O)NC1CCCCC1	32	0.5	-0.1	2	3	10	13	0.9	-0.4
CCC(=O)N(Cc1cccs1)C1CCOC(C)(C)C1 (configuration not stated)	1	1.9	1.2	-30	0	7	26	0.6	0.2
CN(CC(=O)NCc1ccccn1)S(=O)(=O)c1ccc(Cl)cc1	-16	-0.6	1.0	-12	5	7	9	0.5	0.0
COc1ccc(Cn2nnnc2C(c2cc3cccc(C)c3[nH]c2=O)N2CCN(C)CC2)cc1 (configuration not stated)	-42	0.4	-0.6	-17	1	3	35&1	0.4	0.7
COCCNC(=O)COc1ncnc2scc(-c3ccc(F)cc3)c12	-4	1.6	0.5	-8	3	2	26	0.0	1.1
CCOC(=O)CCCCC(=O)c1[nH]c(=O)[nH]c1CN1CCOCC1	-9	1.0	1.8	-6	-2	5	0	0.9	1.3
Cc1ccccc1NC(=O)C(=O)NCc1ccccn1	-1	1.5	0.1	8	-1	4	9	-0.4	1.7
CCn1c(=O)c2cc(C(=O)N3CCCC3)sc2c2ccccc21	-58	-1.4	-1.0	-4	7	-3	8	-0.5	0.4
CCOc1cc(N2CCOCC2)c(OCC)cc1NC(=O)Cn1cnc2c(=O)n(C)c(=O)n(C)c21	10	-1.4	-0.6	-4	5	6	10	-1.3	0.7
N#Cc1nnn(Cc2ccccc2)c1N	-13	0.9	1.2	3	-2	3	18	0.2	2.3
COc1ccc(/C=N/NC(=O)c2cc(C)on2)c2ccccc12	-19	2.6	-0.6	-5	-2	-1	-18	-0.8	-0.1
CC(C)NC(=O)C(=O)NC1CCCCCC1	2	-1.0	0.3	-41	6	9	-1	0.6	0.9

Not a retest: seven of the compounds above.
SMILES	Calpain2 inh	S1P4 agonist	TRPN1 ag	S1P4 antag	Ba/F3 V617F tox	BaF3 parental	EP2 modulator	TRPML3 agonist	PERK inh
COc1ccc(Cn2nnnc2C(c2cc3cccc(C)c3[nH]c2=O)N2CCN(C)CC2)cc1 (configuration not stated)	-42	0.4	-0.6	-17	1	3	35&1	0.4	0.7
COCCNC(=O)COc1ncnc2scc(-c3ccc(F)cc3)c12	-4	1.6	0.5	-8	3	2	26	0.0	1.1
CCOC(=O)CCCCC(=O)c1[nH]c(=O)[nH]c1CN1CCOCC1	-9	1.0	1.8	-6	-2	5	0	0.9	1.3
Cc1ccccc1NC(=O)C(=O)NCc1ccccn1	-1	1.5	0.1	8	-1	4	9	-0.4	1.7
CCn1c(=O)c2cc(C(=O)N3CCCC3)sc2c2ccccc21	-58	-1.4	-1.0	-4	7	-3	8	-0.5	0.4
CCOc1cc(N2CCOCC2)c(OCC)cc1NC(=O)Cn1cnc2c(=O)n(C)c(=O)n(C)c21	10	-1.4	-0.6	-4	5	6	10	-1.3	0.7
N#Cc1nnn(Cc2ccccc2)c1N	-13	0.9	1.2	3	-2	3	18	0.2	2.3

Looked up above.
S1P4 antag result of Cc1cccc(N2CCN(C(=O)CCS(=O)(=O)c3ccc(Br)cc3)CC2C)c1 (configuration not stated) stands at -13
PERK inh result of Cc1nnc2sc(-c3ccc(NC(=O)c4cccnc4)cc3)nn12 stands at 0.1
PERK inh result of O=C(COc1ccccc1)NCC(=O)NC1CCCCC1 stands at -0.4
PERK inh result of CCOc1cc(/C=C2\SC(=S)N(NC(=O)c3cccnc3)C2=O)ccc1O stands at -0.6
BaF3 parental result of CC(C)NC(=O)C(=O)NC1CCCCCC1 stands at 9
S1P4 antag result of Nc1ccc(Nc2ccccc2)cc1 stands at 15
EP2 modulator result of COc1ccc(/C=N/NC(=O)c2cc(C)on2)c2ccccc12 stands at -18

No enrichment for hits. Share with any hit: about 3.6%.
